# Source: PubChem (National Center for Advancing Translational Sciences (NCATS))
# PI5P4K alpha inh: inhibitors of human PI5P4K alpha; P48426; PI5P4Kalpha enzyme, ADP-Glo luminescence, 60 min; active compounds read low; max response, %; actives 1.2% (n = 330,000); AID 652105; active = max response of -50% or lower; inconclusive = between -30% and -50%; inactive = -30% or higher; note: value at the top dose of about 77 µM; % is set by controls: 0 for no effect and ±100 for the full control effect
#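 Controls without substrate or without enzyme flank wells where PI5P4Kalpha converts substrate using 5 microM ATP (final). Incubation lasts 60 minutes at room temperature; ADP formed is read by ADP-Glo luminescence.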
# WRN helicase inh: WRN helicase (human) inhibition. Q14191. WRN helicase unwinding, fluorescent forked duplex, kinetic. Potency, µM (titrated, usually from 114 µM), without a hit: at the top dose activity change, negative = inhibition, most hits filed as inhibitors. actives 0.46% (n = 360,000); note: potency is the fitted concentration of half-maximal effect; % is set by controls: 0 for no effect and ±100 for the full control effect; nearly all actives have a fitted effect of over 55% in size
#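 WRN at 20 nM final was preincubated with compound for 15 min at room temperature; reaction started with 100 nM forked duplex oligonucleotide carrying fluorophore and quencher plus 2 mM ATP (final). Unwinding followed kinetically by red fluorescence (ex 525/em 598 nm).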
# PLK1 PBD inh: PLK1 (human) polo-box domain binding inhibition; P53350; Plk1 PBD binding of FITC phosphopeptide, fluorescence polarization; Potency, µM, for the others: max response, negative = inhibition, most hits filed as inhibitors; actives 2.8% (n = 360,000); AID 720504; note: potency is the fitted concentration of half-maximal effect; series mostly up to about 57 µM; % is set by controls: 0 for no effect and ±100 for the full control effect; nearly all actives have a fitted effect of over 65% in size
# IL2 activator: activates IL-2 in a cell-based reporter assay; IL-2 activation reporter assay, cell-based qHTS; stimulated with anti-CD3/CD4/CD28 beads; in transgenic mouse T cells; activation, % (series mostly up to about 46 µM); actives 0.065% (n = 360,000); in the data active = activation above about 50%; inconclusive = mostly about 30% to 49%; note: 0% is about no effect
#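 EGFP and DsRed fluorescence is measured by plate cytometry in unstimulated transgenic mouse T cells exposed to compound for 60 minutes, then stimulated 18 hours at 37 degrees C with anti-CD3/anti-CD4 beads plus anti-CD28.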
# EPAC2 ag: activates human EPAC2 exchange factor; Q8WZA2; actives 0.079% (n = 360,000); Potency, µM (highest dose often 154 µM), without a hit: top-dose activation, hits mostly activators; EPAC2 activation, biochemical qHTS; response scale: 100% = 6.5 mM cAMP response; note: potency is the fitted concentration of half-maximal effect; nearly all actives have a fitted effect of over 50% in size
# Target sequence (Q8WZA2 whole entry, looked up): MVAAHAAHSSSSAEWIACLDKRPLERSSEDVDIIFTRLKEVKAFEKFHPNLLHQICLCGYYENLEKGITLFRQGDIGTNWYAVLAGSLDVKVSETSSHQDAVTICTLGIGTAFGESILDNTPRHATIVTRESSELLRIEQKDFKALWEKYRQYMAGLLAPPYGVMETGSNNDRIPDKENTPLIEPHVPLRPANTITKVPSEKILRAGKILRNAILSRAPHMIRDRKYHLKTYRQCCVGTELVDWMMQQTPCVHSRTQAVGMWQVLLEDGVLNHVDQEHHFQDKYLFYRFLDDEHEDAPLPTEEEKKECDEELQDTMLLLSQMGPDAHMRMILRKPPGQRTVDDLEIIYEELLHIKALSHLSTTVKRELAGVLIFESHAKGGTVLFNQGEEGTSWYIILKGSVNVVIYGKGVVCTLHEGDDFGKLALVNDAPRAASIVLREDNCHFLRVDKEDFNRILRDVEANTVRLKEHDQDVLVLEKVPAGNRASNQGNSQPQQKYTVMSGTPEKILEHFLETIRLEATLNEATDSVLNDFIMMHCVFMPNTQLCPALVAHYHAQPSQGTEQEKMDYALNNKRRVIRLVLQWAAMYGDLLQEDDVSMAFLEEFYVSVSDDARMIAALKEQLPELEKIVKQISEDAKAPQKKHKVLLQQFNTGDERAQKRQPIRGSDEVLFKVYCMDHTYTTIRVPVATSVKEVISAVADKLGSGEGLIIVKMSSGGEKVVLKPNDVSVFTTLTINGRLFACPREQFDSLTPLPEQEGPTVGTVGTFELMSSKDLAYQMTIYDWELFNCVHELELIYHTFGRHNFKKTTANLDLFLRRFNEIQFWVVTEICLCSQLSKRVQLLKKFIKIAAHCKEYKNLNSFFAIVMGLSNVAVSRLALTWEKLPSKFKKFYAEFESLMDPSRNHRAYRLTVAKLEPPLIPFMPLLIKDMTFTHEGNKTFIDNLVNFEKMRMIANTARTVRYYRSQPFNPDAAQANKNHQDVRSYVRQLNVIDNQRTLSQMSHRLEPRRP
#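 Compounds were added across a concentration range to EPAC2 (100 nM), RAP1B-BODIPY-GDP (250 nM) and GDP (50 uM). After 5 min at room temperature, fluorescence was recorded at 5-min intervals for 30 min.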
# EPAC1 ag: EPAC1 (human) agonism; O95398; EPAC1 agonist qHTS, biochemical assay; response scale: 100% = response to 6.5 mM cAMP; Potency, µM (top dose mostly 154 µM), without a hit: at the top dose activation, most hits filed as activators; actives 0.073% (n = 360,000); note: potency is the fitted concentration of half-maximal effect; nearly all actives have a fitted effect of over 60% in size
#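 Multi-concentration qHTS readout: loss of Rap1B-bound BODIPY-GDP fluorescence driven by 100 nM EPAC1 with excess GDP (50 uM), monitored kinetically at room temperature; agonist response expressed relative to 6.5 mM cAMP.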
# EPAC1 antagonist: antagonists of human EPAC1; O95398; EPAC1 GEF assay, Rap1b-BODIPY-GDP exchange fluorescence; Potency, µM (doses to about 115 µM), inactives show top-dose activity change, negative = inhibition, actives largely listed as inhibitors; actives 0.14% (n = 360,000); AID 720709;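 note: potency is the fitted concentration of half-maximal effect; plate controls were vehicle for no effect and positive control for full effect; nearly all actives have a fitted effect of over 50% in size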
# CCT chaperon mod: modulators of cytosolic chaperonin (CCT/TRiC) activity | purified chaperonin ATPase assay, HTRF ADP detection, 30 min | activity change, % (concentration not given with the values), hits read low | actives 0.3% (n = 360,000); in the data active = activity change below about -30%; note: % is set by controls: 0 for no effect and ±100 for the full control effect
#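 Nucleotide hydrolysis assay: TRiC at 20–40 nM final (set by batch activity) with 10 uM ATP, 30 min at 37 °C, in presence of 76 uM compound. Detection by competitive ADP HTRF, 30 min ambient.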
# Starred values were filed as active, the others as inactive; ? = inconclusive; . = not tested or not shown; [ ] = remark or other dose. Unless noted, calls come from the whole dose curve; as a rule, active = well fitted curve in the direction sought with a large enough effect; inconclusive = small, poorly fitted or top-dose-only effect, or another doubt; inactive = no such curve, though single readings can be large; an effect the other way counts as inactive or inconclusive. Only part of the results is shown (hit frequency here may not be typical).
SMILES,PI5P4K alpha inh,WRN helicase inh,PLK1 PBD inh,IL2 activator,EPAC2 ag,EPAC1 ag,EPAC1 antagonist,CCT chaperon mod
Cc1ccc(Cc2c(-c3ccc(C)cc3)nc3c4ccccc4ccn23)cc1,-3,-6%,5%,2.4,-6%,2%,0%,1.2
CCCS(=O)(=O)N1CCN(c2cc3c(cc2[N+](=O)[O-])n(C)c(=O)n3C)CC1,-2,4%,-8%,1.1,-12%,-5%,-12%,-1.0
Cc1ccc(N=Nc2c(C)[nH]n(-c3ccccc3)c2=O)cc1Br,0,2%,-3%,1.6,-3%,12%,1%,1.5
COc1cccc(C(=O)NCc2ccco2)c1OC,7,0%,3%,-0.4,-2%,-4%,16%,0.3
NC1=NN(c2ccccc2)C(=O)C1,0,3%,1%,-0.3,-7%,-4%,6%,0.4
O=C(NN=Cc1ccc(N2CCOCC2)s1)c1ccc([N+](=O)[O-])cc1,1,7%,-1%,-0.5,-3%,-6%,11%,1.5
COC(=O)C1=C(C)N(CC2CC2)C(=O)N[C@H]1c1ccc(Br)cc1,3,-3%,-1%,0.2,6%,-15%,9%,-0.1
Cc1ccnc(OC(C(=O)O)C(OCCc2ccccc2)(c2ccccc2)c2ccccc2)n1 (stereo not given),-13,-9%,-12%,2.9,14%,3%,-9%,-5.0
O=C(NCc1nnc2c(C(F)(F)F)cc(Cl)cn12)c1ccc2c(c1)OCO2,-2,0%,2%,-1.8,-8%,-6%,-5%,0.7
CCC(C)n1c(SCc2ccccc2)nc2ccsc2c1=O (stereo not given),1,-1%,-6%,-4.6,24%,8%,-19%,0.5
C=CCn1c(SCC(=O)Nc2cc(C)on2)nc2ccccc21,0,10%,2%,-0.8,2%,-2%,7%,0.7
CC1CCCCC12NC(=O)N(CC(=O)NCc1ccccc1Cl)C2=O (stereo not given),0,-8%,4%,0.8,10%,7%,0%,0.4
O=C(NCc1ccc(F)cc1)c1cccs1,3,3%,-10%,0.0,16%,10%,-9%,-2.7
O=C(NC1CC1)C1=C[C@@H](c2ccc(C(F)(F)F)cc2)C[C@@H](OCCCCO)O1,-4,-6%,-13%,1.3,-8%,-4%,-14%,-0.6
O=C1Cc2cc(S(=O)(=O)N3CCNCC3)ccc2N1,-22,4%[11.6 µM],-3%,1.3,0%,-5%,?,-3.1
Cn1c(=O)c(Nc2ccc(Cl)cc2)c2c3c(cccc31)C(=O)c1ccccc1-2,-5,-8%[57.1 µM],13µM*,26,112µM*,?,11%,-1.0
O=C(CSc1nnc(-c2ccccc2O)o1)N1CCCCC1,-3,-2%,-1%,0.4,9%,1%,16%,-0.7
COc1ccc(Br)cc1/C=N/NC(=O)c1ccc2nc[nH]c2c1,3,2%,-2%,-1.2,15%,5%,15%,-0.7
CCOc1ccccc1N1CCN(C(=O)c2cc(-c3cc(OC)ccc3OC)nc3ccccc23)CC1,0,-11%,-7%,-3.7,9%,7%,?,-0.6
CCOC(=O)N1CCN(C(=O)CSc2nc3c(cnn3-c3ccc(Cl)cc3)c(=O)[nH]2)CC1,-6,3%,2%,-1.8,3%,-3%,13%,-0.8
NC(=O)CSc1nnc(CNc2cccc(Cl)c2)n1CCc1ccccc1,-1,-7%,1%,-2.3,7%,-10%,-4%,-0.2
CN(C)Cc1c(O)ccc2c(=O)c(-c3ccccc3)c(C(F)(F)F)oc12,-1,0%,-7%,0.7,2%,6%,-7%,0.2
CSc1ccc(S(=O)(=O)NCCSc2ccccn2)cc1,.,-2%,-16%,1.6,16%,14%,-5%,-5.8
CC(=O)c1cccc(NC(=O)C2C3C=CC(C3)C2C(=O)O)c1 (stereo not given),0,8%,1%,-2.1,-3%,-9%,3%,-0.3
CCOC(=O)N1CCC(NCc2c(C(=O)N(C)Cc3ccccc3)nc3ccccn23)CC1,-2,2%,-8%,-2.0,4%,9%,10%,-0.4
SMILES,PI5P4K alpha inh,WRN helicase inh,PLK1 PBD inh,IL2 activator,EPAC2 ag,EPAC1 ag,EPAC1 antagonist,CCT chaperon mod
CCOc1ccc(-n2ccnc2SCC(=O)Nc2nnc(CC)s2)cc1,6,-23%,-5%,1.5,6%,4%,-5%,0.1
COc1ccccc1C(=O)COC(=O)CNS(=O)(=O)c1ccc(NC(C)=O)cc1,-1,-18%,-6%,-5.5,9%,3%,-26%,-1.3
COCC(=O)Nc1nc2ccc(S(C)(=O)=O)cc2s1,-17,-4%,-9%,-1.4,5%,1%,3%,0.3
N#Cc1nc(Cc2ccccc2)oc1NCCCn1ccnc1,.,-8%,-1%,-1.2,3%,-7%,-2%,-1.4
COc1ccc(-c2nc(CS(=O)CC(=O)N3CCN(C)CC3)c(C)o2)cc1OC (stereo not given),-1,3%,-11%,-0.8,7%,-4%,2%,1.0
COC(=O)[C@]1(Cc2ccccc2)N[C@H](c2ccc(SC3CCCCC3)c(OC)c2)[C@@H]2C(=O)N(C)C(=O)[C@@H]21,4,-9%,-11%,-1.1,1%,-1%,-7%,-1.8
O=C(O)c1ccc(/C=C2\SC(=S)N(NC(=O)c3ccc(Br)cc3)C2=O)cc1,?,-22%,-24%,-4.2,16%,10%,-3%,-1.1
Cc1ccc(-c2nnc(NCc3nc4ccccc4[nH]3)c3ccccc23)cc1S(=O)(=O)N1CCOCC1,2,-4%,5%,-0.5,-2%,-2%,-24%,0.0
CC(NC(=O)c1ccccc1F)C1CC1 (stereo not given),2,5%,1%,-5.5,3%,-9%,7%,1.5
N#Cc1nc(-c2cccc3ccccc23)oc1N,.,.,.,-0.4,4%,6%,-15%,.
COc1ccccc1CC(=O)Nc1ncc(C)s1,-2,15%,-4%,-0.4,-2%,-5%,-3%,0.1
O=C(Nc1cccc(-c2ccc(N3CCOCC3)nn2)c1)c1ccc([N+](=O)[O-])cc1,1,-4%,-4%,-0.5,2%,-3%,3%,-1.1
CC(=O)Nc1ccccc1OC(C)C(=O)N1CC(C)CC(C)C1 (stereo not given),-2,7%,-7%,-0.3,6%,1%,6%,0.3
Cc1cc(NC(=O)CCC(=O)N(Cc2ccc(F)cc2)C(C(=O)NC2CCCC2)c2ccco2)no1 (stereo not given),-8,6%,5%,3.5,0%,-15%,-15%,-2.5
COCc1cc(C)nc(OCC(=O)N/N=C/c2ccc(OC)c(OC)c2)c1C#N,0,?,-21%,5.4,9%,-6%,-22%,-3.5
CC(C)N(CCCNC(=O)c1nn(C)c2c1CS(=O)(=O)c1ccccc1-2)Cc1ccccc1,1,-1%,4%,1.1,-7%,-10%,3%,0.0
COc1cc(C2c3c(oc4ccccc4c3=O)C(=O)N2CCN2CCOCC2)cc(OC)c1OC (stereo not given),2,-4%,-11%,3.9,4%,-6%,-22%,0.1
COc1ccccc1N=NC1C(=O)N(C(N)=S)N=C1C (stereo not given),-2,-7%,-15%,-1.0,1%,5%,-5%,-0.2
O=C(NC1CCCC1)C(=O)N(Cc1cccnc1)C(C(=O)NCc1ccco1)c1ccccc1F (stereo not given),0,5%,-8%,0.4,20%,-7%,9%,1.7
Cc1csc2nc(O)c(C(=O)NC3CCCCCC3)c(=O)n12,3,-17%,-2%,0.4,-13%,9%,-8%,-35*
CCOc1ccc(C2NC(=O)C(C#N)=C(S)N2c2ccc(OC)cc2)cc1OC (stereo not given),-16,-17%,?,-0.3,-1%,-19%,-22%,1.3
Cc1ccc(C(=O)OCC(=O)N(CCc2ccccc2)Cc2ccccc2)cc1S(=O)(=O)N1CCOCC1,2,-6%,-3%,1.1,10%,16%,0%,2.7
Cc1cc(NC(=O)C2CCCCC2)ccc1NC(=O)c1ccccc1Cl,8,-5%,3%,0.8,-3%,-19%,-2%,-3.4
CCCNC(=O)C1(C)CCN(C(=O)c2cccc(C#N)c2)C1 (stereo not given),-2,-5%,2%,-0.1,-1%,-1%,12%,-0.5
CSc1nc2c(c(=O)[nH]1)C(c1cccc(Cl)c1Cl)CC(=O)N2 (stereo not given),-7,7%[57.1 µM],-5%,-0.3,0%,-6%,-9%,-1.7

# Given with bars between the fields: entries from further up
compound | PI5P4K alpha inh | WRN helicase inh | PLK1 PBD inh | IL2 activator | EPAC2 ag | EPAC1 ag | EPAC1 antagonist | CCT chaperon mod
O=C1Cc2cc(S(=O)(=O)N3CCNCC3)ccc2N1 | -22 | 4%[11.6 µM] | -3% | 1.3 | 0% | -5% | ? | -3.1
Cn1c(=O)c(Nc2ccc(Cl)cc2)c2c3c(cccc31)C(=O)c1ccccc1-2 | -5 | -8%[57.1 µM] | 13µM* | 26 | 112µM* | ? | 11% | -1.0
O=C(CSc1nnc(-c2ccccc2O)o1)N1CCCCC1 | -3 | -2% | -1% | 0.4 | 9% | 1% | 16% | -0.7

# Following part
SMILES,PI5P4K alpha inh,WRN helicase inh,PLK1 PBD inh,IL2 activator,EPAC2 ag,EPAC1 ag,EPAC1 antagonist,CCT chaperon mod
COc1ccc(CNC(=O)CN(Cc2ccc(OC)cc2)C(=O)CCC(=O)Nc2nccs2)cc1,0,3%,-3%,-0.4,9%,-2%,10%,0.5
COc1ccc(CN(C)C(=O)c2cc(S(=O)(=O)N3CCOCC3)ccc2N2CCCC2)cc1,1,-8%,-2%,-1.4,8%,-2%,-17%,0.2
COc1ccc(NC(=O)CN2C(=O)C(C)SC(C)C2=O)c(OC)c1 (stereo not given),5,3%,-6%,-0.2,5%,2%,-23%,0.2
CC(C)CCC(=O)Nc1cc(S(=O)(=O)N2CCOCC2)ccc1N1CCCC1,1,1%,0%,0.9,-3%,15%,10%,-0.3
CCN1CCN(c2ccc(S(=O)(=O)N3CCCCC3)cc2NC(=O)c2cc3ccccc3o2)CC1,-5,-16%,-6%,0.4,20%,-50%[inhibitor],8%,-1.2
O=C1N(Cc2cccnc2)C[C@@H]2C[C@@H](c3cccc(C(F)(F)F)c3)N3CCC[C@@]123,4,-2%,-6%,4.3,-2%,-2%,0%,0.8
CCCC(=O)Nc1c(-c2ccc(OC)cc2)c(=O)c2ccccc2n1C,.,2%,1%,0.2,3%,4%,-5%,-13
Cc1cc(C(=O)CN2C(=O)C(=O)N(CC(C)C)C2=O)c(C)n1-c1ccccc1F,-2,-7%,-6%,0.7,2%,-9%,?,1.5
CNC[C@H]1Oc2cc(Br)ccc2S(=O)(=O)N([C@@H](C)CO)C[C@@H]1C,-10,5%,-6%,-2.9,-6%,-10%,20%,0.8

# Full records as entered above. Order of values: PI5P4K alpha inh	WRN helicase inh	PLK1 PBD inh	IL2 activator	EPAC2 ag	EPAC1 ag	EPAC1 antagonist	CCT chaperon mod
# Entry for `COc1ccc(NC(=O)CN2C(=O)C(C)SC(C)C2=O)c(OC)c1` (stereo not given) = 5	3%	-6%	-0.2	5%	2%	-23%	0.2
# Entry for `CC(C)CCC(=O)Nc1cc(S(=O)(=O)N2CCOCC2)ccc1N1CCCC1` = 1	1%	0%	0.9	-3%	15%	10%	-0.3
